# rTrxR1 inhibitor: inhibitors of rat thioredoxin reductase 1; O89049; recombinant rTrxR1, NADPH fluorescence consumption, selenite substrate; Potency, µM (top dose mostly 114 µM), for inactives: at the top dose activity change, negative = inhibition, hits mostly inhibitors; 1% of 390,000 active; AID 588453; also: potency is read from the fitted curve at half-maximal effect; % is scaled to controls: 0 for no effect and ±100 for the full control effect; nearly all actives have a fitted effect of over 65% in size
#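 Rat TrxR1 (90 nM in the dispensed reagent) was pre-reduced with 400 uM NADPH for 5 min at room temperature, then incubated with compound for 15 min. After 400 uM selenite was added, NADPH fluorescence (Ex 340/Em 450 nm) was followed for 8 min.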
# D2 antagonist: D2 dopamine receptor (human) antagonism; HEK293 TREx D2 cells, calcium flux, dopamine EC80; inhibition, % at 10 µM; 2% of 340,000 active; P14416; in the data active = inhibition above about 30%; also: 0% is about no effect
#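 Inhibition of EC80 dopamine-driven calcium flux, recorded kinetically, defines activity here; cells are a tetracycline-induced HEK293 T-REx line expressing force-coupled D2.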
# USP1 inh: inhibitors of human USP1/UAF1 deubiquitinase. 0.23% of 390,000 active. O94782. AID 743255. recombinant USP1/UAF1, Ub-Rhodamine cleavage fluorescence. Potency, µM (highest dose often 57.1 µM), for inactives: at the top dose activity change, negative = inhibition, usual class: inhibitors; also: potency is read from the fitted curve at half-maximal effect; % is scaled to controls: 0 for no effect and ±100 for the full control effect; nearly all actives have a fitted effect of over 60% in size; inactives centre near -12
# Target sequence (O94782 whole entry, looked up): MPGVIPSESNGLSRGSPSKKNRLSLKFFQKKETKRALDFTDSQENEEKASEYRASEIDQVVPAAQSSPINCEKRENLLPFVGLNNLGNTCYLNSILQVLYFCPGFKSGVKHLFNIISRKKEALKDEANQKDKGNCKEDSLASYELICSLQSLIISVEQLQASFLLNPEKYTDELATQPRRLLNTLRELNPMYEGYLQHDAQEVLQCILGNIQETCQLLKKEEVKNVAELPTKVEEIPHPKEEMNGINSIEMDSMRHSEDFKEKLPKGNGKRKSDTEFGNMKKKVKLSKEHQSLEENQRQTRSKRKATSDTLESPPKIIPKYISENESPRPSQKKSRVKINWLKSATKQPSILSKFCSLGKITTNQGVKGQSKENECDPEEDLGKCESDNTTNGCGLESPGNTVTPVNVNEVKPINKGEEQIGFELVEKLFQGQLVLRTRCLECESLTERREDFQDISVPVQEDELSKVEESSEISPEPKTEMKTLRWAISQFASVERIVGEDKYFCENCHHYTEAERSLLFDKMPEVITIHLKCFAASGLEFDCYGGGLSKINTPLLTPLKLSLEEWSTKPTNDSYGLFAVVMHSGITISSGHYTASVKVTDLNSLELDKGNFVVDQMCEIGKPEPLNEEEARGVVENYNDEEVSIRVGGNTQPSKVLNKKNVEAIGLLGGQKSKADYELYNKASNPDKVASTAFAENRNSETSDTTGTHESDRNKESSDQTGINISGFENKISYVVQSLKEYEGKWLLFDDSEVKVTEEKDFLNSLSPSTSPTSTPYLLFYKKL
#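 Step one: compound is pinned into 1nM USP1/UAF1 in HEPES pH 7.8 buffer with TCEP. Step two: 15 min room-temperature incubation. Step three: Ub-Rho (150nM final) starts cleavage, tracked by fluorescence over six one-minute reads.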
# TrxR1 substrate: is turned over as a substrate by rat TrxR1 | Potency, µM (series often up to 114 µM), inactives show at the highest dose activity change, negative = substrate turnover | 0.01% of 390,000 active | purified TrxR1 substrate turnover, NADPH consumption readout | AID 588456 | O89049; also: potency is read from the fitted curve at half-maximal effect; % is scaled to controls: 0 for no effect and ±100 for the full control effect; nearly all actives have a fitted effect of over 50% in size
#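 Rat TrxR1, dispensed at 90 nM, was prereduced with 400 uM NADPH (final) for 5 min at ~22 deg C, then incubated with compound 15 min before 400 uM selenite. A first-read NADPH fluorescence drop versus no-compound background flagged substrates.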
# D2 ag: agonists of human D2 dopamine receptor; P14416; HEK293 T-REx D2 cells, calcium flux agonist mode; activation, % at 2 µM; 0.53% of 340,000 active; AID 485358;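 active = activation over 3 SD above normal in the single-dose calcium agonist read, cut at about 30% in these data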; also: 0% is about no effect
#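 Agonism scored from kinetic calcium signal (1 read/sec, 180 s) following compound pin transfer, after a 10 s baseline. Cells: HEK293 Trex line expressing inducible D2 receptor coupled to calcium, dye-loaded after overnight culture at 30 C.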
# TRHR ag: TRH receptor (human) agonism. activation, % at 2 µM. AID 493084. P34981. 0.18% of 360,000 active. TRHR cells, calcium flux fluo-8, FDSS agonist mode; in the data active = activation above about 30%; also: 0% is about no effect
#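 Fluo-8-loaded TRHR cells; 10 s baseline, compound added, kinetic Ca2+ fluorescence read 1/s, agonist mode.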
# IDH1 R132H inh: blocks human mutant IDH1 R132H enzyme; IDH1-R132H enzyme, NADPH consumption, diaphorase/resazurin fluorescence; AID 602179; 0.093% of 390,000 active; Potency, µM (titrated, usually from 76.6 µM), for inactives: at the top dose activity change, negative = inhibition, actives largely listed as inhibitors; O75874; also: potency is read from the fitted curve at half-maximal effect; % is scaled to controls: 0 for no effect and ±100 for the full control effect; nearly all actives have a fitted effect of over 65% in size
#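 IDH1-R132H (0.5 ug/mL) preincubated 30 min with compound, then NADPH (0.016 mM) and alpha-KG (2 mM) added; 80 min at RT, pH 7.5. Remaining NADPH coupled via diaphorase/resazurin to fluorescence (540/590 nm); concentration-response curves normalized to no-enzyme control.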
# PI4K2A inh: PI4K2A (human) kinase inhibition | Q9BTU6 | purified PI4K2A, ADP-Glo luminescence, 1 h; active compounds read low | activity change, negative = inhibition, % at 76.9 µM | 0.13% of 420,000 active; in the data active = activity change below about -50%; inconclusive = mostly about -30% to -49%;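 also: -100% = wells without enzyme as full effect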
#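 PI4K2A activity was measured by ADP-Glo luminescence: enzyme (4 ug/mL stock) and phosphatidylinositol (1.2 mM stock) in Tris pH 7.5/MgCl2/EGTA/Triton X-100 buffer were reacted with ATP (300 microM stock) for one hour at ambient temperature.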
# TRHR enhancer: allosteric enhancers of human TRH receptor; P34981; TRHR cells, fluo-8 calcium fluorescence, EC20 TRH enhancement; enhancement, % at 2 µM; 0.66% of 360,000 active; AID 493056; in the data active = enhancement above about 30%; also: 0% is about no effect
#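 TRHR-expressing cells loaded with fluo-8 calcium dye were read kinetically (ex 480/em 530) during compound addition, then stimulated with an EC20 of TRH (10 nM final). Enhancement of the Gq-mediated intracellular calcium response was scored.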
# Starred values were filed as active, the others as inactive; u = inconclusive; x = not tested or not shown; & = joins results of further samples; [ ] = remark or other dose. Unless noted, calls follow the shape of the dose curve; as a rule, active = well fitted inhibition curve with a large enough effect; inconclusive = small, poorly fitted or top-dose-only effect; inactive = no such curve, though single readings can be large or run the other way.
entry | SMILES | rTrxR1 inhibitor | D2 antagonist | USP1 inh | TrxR1 substrate | D2 ag | TRHR ag | IDH1 R132H inh | PI4K2A inh | TRHR enhancer
1 | COc1ccc(CNC(=O)c2c(Nc3ccc(OC)cc3OC)sc(C(=O)c3ccc(Cl)cc3)c2N)cc1 | 16%[57.1 µM] | x | -26% | 0%[57.1 µM] | 1.4 | 1.0 | -20% | 2 | 0
2 | Cc1nc(-c2ccc(Cl)cc2)sc1C1(C)CC(c2ccc(C#N)cc2)=NO1 (stereo unspecified) | 39%[activator] | x | -6% | 10% | x | 0.6 | 8% | -3 | -3
3 | CCc1ccc(NC(=O)Cn2nc(C)n3cccc3c2=O)cc1 | 14% | -20 | -7% | 5% | -0.2 | -0.2 | 9% | 4 | 6
4 | COC(=O)c1ccc(NC(=O)CSc2nc3cccnc3n2C)cc1 | 5% | 3 | -14% | 4% | 1.4 | 0.5 | 2% | 7 | 2
5 | CC1(C)CC(=O)C(C=NCCN2CCNC2=O)=C(O)C1 | -1% | 2 | -11% | -5% | 1.0 | 0.5 | -2% | 3 | 1
6 | CCn1nc(-c2ccccc2)c(-c2ccccc2)c(C(=O)Nc2nc(C)c(C(C)=O)s2)c1=O | -17% | x | u | -20% | 0.3 | 0.6 | -11% | -2 | 1
7 | COc1ccc(CCn2c(=O)c3cccnc3n(CC(=O)Nc3ccc(C)cc3C)c2=O)cc1OC | 13% | x | -21% | -1% | x | -0.3 | -16% | 0 | -6
8 | CC(C)CN(C(=O)CSc1ncnc2sccc12)C1CCS(=O)(=O)C1 (stereo unspecified) | 3% | 6 | 0% | 0% | -0.3 | 0.2 | -3% | 5 | 5
9 | Cc1cc(C)cc(NC(=O)COc2ccc3c(C)c(Cc4ccccc4)c(=O)oc3c2)c1 | x | -25 | x | x | 0.0 | 0.7 | x | x | 29
10 | COc1ccc(NS(=O)(=O)c2cccc(C(=O)NNC(=O)c3ccc(NC(C)=O)cc3)c2)cc1 | 5% | -33 | 4% | 1% | -0.3 | 0.5 | -1% | -5 | 4
11 | O=C(O)c1cccc(N2C(=O)c3cc4cccc(Br)c4cc3C2=O)c1 | -6% | 3 | -14% | 6% | -1.0 | -0.1 | 4% | -2 | 9
12 | COc1ccc(N2CCN(C(=O)CCCC3=NS(=O)(=O)c4ccccc4N3)CC2)cc1 | 8%[57.1 µM] | -18 | -19% | 16%[57.1 µM] | -0.9 | -0.4 | 3% | 5 | 4
13 | Cc1ccc(NC(=O)c2ccc(CSc3nnnn3C)cc2)cc1 | 21% | x | -3% | 4% | x | -0.3 | -2% | -4 | 2
14 | O=C(c1ccc(F)cc1)N1CCC(C(=O)N2CCN(c3ncccn3)CC2)CC1 | 10% | x | -10% | 5% | x | x | 0% | 4 | x
15 | Cc1ccnc(NS(=O)(=O)c2ccc(NS(=O)(=O)c3ccccc3)cc2)n1 | 5%[57.1 µM] | 0 | -5% | 8%[57.1 µM] | -1.2 | -1.3 | 0% | 8 | 1
16 | COc1ccc(C(C(=O)NC(C)(C)C)N(C(=O)CCC(=O)Nc2ccccn2)C2CCCCC2)cc1 (stereo unspecified) | 16% | -18 | -11% | 7% | -0.3 | -1.1 | 2% | 3 | 0
17 | C=CCn1c(=O)/c(=C/c2ccc(O)cc2)s/c1=C(/C#N)c1nnc2n1CCCCC2 | 10% | x | u | -4% | x | 30* | 6% | 2 | -6
18 | Cc1ccc(N(C)S(=O)(=O)c2cccc(C(=O)NC3=NCCS3)c2)cc1 | 32%[57.1 µM] | -6 | 0% | 1%[57.1 µM] | 0.1 | 0.1 | 17% | -6 | -5
19 | Cc1noc(C)c1C(=O)NCC1COc2ccccc2O1 (stereo unspecified) | 20% | 42* | -13% | 3% | 0.6 | 0.6 | -5% | -1 | 1
20 | COC(=O)c1ccc(NC(=O)CCc2nnc3ccc(NCc4ccco4)nn23)cc1 | u | -6 | -6% | -1% | -0.2 | 0.0 | 5% | 4 | 6
21 | COc1ccc(CNCCS(=O)(=O)NN2CCOCC2)cc1 | -15% | x | -26% | 0% | x | x | 4% | -1 | x
22 | COc1ccc(-c2cn3c(n2)sc2cc(C(=O)NCc4cccs4)ccc23)cc1 | 10% | x | -17% | 11%[11.4 µM] | 0.3 | 0.3 | -8% | -1 | -3
23 | COc1ccc(/C=C2/SC(=O)N(CCCCCC(=O)Nc3ccccc3C(=O)O)C2=S)cc1 | -10% | 1 | -10% | -9% | -1.0 | 3.3 | u | 2 | 5
24 | Cc1ccc(-n2c(SCC(=O)Nc3ccc(Cl)cc3)nc(O)cc2=O)cc1 | 14% | 16 | -24% | 1% | -0.6 | 0.7 | -17% | -3 | -5
25 | Cc1cc(OCC(=O)NCCCN2CCOCC2)cc(C)c1Cl | 14% | x | -18% | 6%[0.457 µM] | x | x | 1% | 0 | x
26 | O=C(Nc1cccc(-n2cnnn2)c1)C1CCCN(Cc2cccc(C(F)(F)F)c2)C1 (stereo unspecified) | 3% | 12 | -8% | -5% | 0.4 | 0.8 | 1% | 0 | -16
27 | CC[C@]12C(=O)N(C)C[C@H]([C@@H]3C(=O)N(Cc4ccccc4)C(=O)[C@@H]31)N2C(=O)c1ccc(Br)cc1 | u | x | -19% | 2% | x | x | 13% | -3 | x
28 | COc1ccc(C(=O)CC(=O)O)c2c1C=CC(C)(C)O2 | -11% | 5 | -5% | -7% | 0.7 | 0.0 | 1% | 0 | 4
29 | Cc1cccc(N=C2C(=O)Nc3c(Cl)cccc32)c1 | 17% | -4 | -20% | -7% | 0.0 | -0.2 | -2% | 9 | -10
30 | CC(=O)C1=C(O)CC(c2ccccc2)CC1=NCCc1c(C)[nH]c2ccccc12 (stereo unspecified) | 17%[57.1 µM] | -8 | -22% | -1%[57.1 µM] | -0.5 | 0.2 | -2% | -2 | 1
31 | Nc1nonc1-n1nnc(C(=O)N/N=C/c2cccs2)c1CSc1ccccc1 | 10% | 4 | -25% | -1% | 3.9 | 0.4 | -1% | -2 | -2
32 | O=C(O)C1CC=CCC1C(=O)Nc1ccccc1C(=O)N1CCN(c2ccc(Cl)cc2)CC1 (stereo unspecified) | 18%[57.1 µM] | -10 | 2% | 3%[57.1 µM] | -0.1 | -0.3 | 0% | 1 | -2
33 | O=C(CCNS(=O)(=O)c1ccc(Br)cc1)NCC1CCCO1 (stereo unspecified) | -8% | 2 | -1% | -13% | -0.1 | -0.3 | 5% | 3 | 3
34 | Cc1ccc2nc3c(cc(S(=O)(=O)c4ccccc4)c(=N)n3Cc3ccco3)c(=O)n2c1 | 17% | -16 | 6% | 15%[57.1 µM] | -0.2 | 8.8 | -16% | 2 | -9
35 | O=C(CNCC1CCCO1)N1CCCCCC1 (stereo unspecified) | -2%[57.1 µM] | -3 | -10% | -18%[57.1 µM] | -1.1 | 0.0 | 7% | 4 | 3
36 | COc1ccc(OC)c(N2CC(O)=C(c3nc4ccccc4s3)C2=N)c1 | -5% | x | -24% | 2% | x | -0.6 | -1% | -18 | 1
37 | CNC(=O)C1=C(C)n2c(nc3ccccc32)NC1c1ccc(OC)cc1 (stereo unspecified) | -16% | -1 | -4% | -6% | 5.3 | 0.2 | 5% | 1 | 2
38 | COc1ccc(C(=O)Nc2ccc3c(c2)CCCN3C(=O)c2cccs2)c(OC)c1 | 28% | -5 | -21%&-12% | 34%[activator] | 0.2&1.7 | -0.3&0.5 | 4%&0% | -1&0 | -2&-6
39 | CC1Cc2ccccc2N1S(=O)(=O)c1nnc(NC(=O)c2cccc(F)c2)s1 (stereo unspecified) | 8% | x | -12% | -5% | 1.8 | 0.3 | -13% | 3 | 12
40 | Cc1ccc(-n2nc(C)c3c2OC(N)=C(C#N)C3c2ccc(F)cc2)cc1 (stereo unspecified) | -27% | -24 | -19% | 1% | 1.1 | 0.2 | 0% | -3 | 14
41 | C/C(Sc1nnc(Cc2ccccc2)o1)=C(/O)c1ccccc1 | 16% | x | 9% | -2%[57.1 µM] | x | 0.0 | 6% | 4 | -11
42 | O=C(NCc1ccccc1)/C(=C/c1ccc([N+](=O)[O-])cc1)NC(=O)c1ccco1 | 12%[57.1 µM] | 4 | -15% | 3%[57.1 µM] | 0.2 | -1.5 | -3% | 0 | 11
43 | CCOc1ccccc1N(CC)C(=O)Nc1cn(C)c(=O)c2ccccc12 | 16% | x | -16% | 44%[activator] | 0.7 | 4.7 | 5% | 1 | -12
44 | Cc1cc2c(NCC(C)O)ncnc2s1 (stereo unspecified) | 8% | x | -22% | 1% | x | x | 3% | -2 | x
45 | CC1CCC(NC(=O)CCNS(=O)(=O)c2ccccc2)CC1 (stereo unspecified) | 38% | 12 | -7% | 7% | 0.7 | -0.1 | -9% | 4 | 9

# Grouped by structure, the compounds so far with bromine.
entry | SMILES | rTrxR1 inhibitor | D2 antagonist | USP1 inh | TrxR1 substrate | D2 ag | TRHR ag | IDH1 R132H inh | PI4K2A inh | TRHR enhancer
11 | O=C(O)c1cccc(N2C(=O)c3cc4cccc(Br)c4cc3C2=O)c1 | -6% | 3 | -14% | 6% | -1.0 | -0.1 | 4% | -2 | 9
27 | CC[C@]12C(=O)N(C)C[C@H]([C@@H]3C(=O)N(Cc4ccccc4)C(=O)[C@@H]31)N2C(=O)c1ccc(Br)cc1 | u | x | -19% | 2% | x | x | 13% | -3 | x
33 | O=C(CCNS(=O)(=O)c1ccc(Br)cc1)NCC1CCCO1 (stereo unspecified) | -8% | 2 | -1% | -13% | -0.1 | -0.3 | 5% | 3 | 3

# Some of these compounds in order of the TRHR ag value, largest number first:
cpd | Molecule | TRHR ag
2 | Cc1nc(-c2ccc(Cl)cc2)sc1C1(C)CC(c2ccc(C#N)cc2)=NO1 (stereo unspecified) | 0.6
8 | CC(C)CN(C(=O)CSc1ncnc2sccc12)C1CCS(=O)(=O)C1 (stereo unspecified) | 0.2
45 | CC1CCC(NC(=O)CCNS(=O)(=O)c2ccccc2)CC1 (stereo unspecified) | -0.1
33 | O=C(CCNS(=O)(=O)c1ccc(Br)cc1)NCC1CCCO1 (stereo unspecified) | -0.3
12 | COc1ccc(N2CCN(C(=O)CCCC3=NS(=O)(=O)c4ccccc4N3)CC2)cc1 | -0.4
